# L3MBTL1 inh – inhibitors of human L3MBTL1; Q9Y468; AlphaScreen L3MBTL1–H3K9me1 peptide binding; Potency, µM (series often up to 57.1 µM), for inactives: at the highest dose activity, negative = inhibition, hits mostly inhibitors; 230,000 compounds, 0.66% hits; AID 485360; active = well fitted inhibition curve with a large enough effect; inconclusive = small, poorly fitted or top-dose-only effect; inactive = no such curve, though single readings can be large or run the other way; note: nearly all actives have a fitted effect of over 60% in size
# Target sequence (Q9Y468 whole entry, looked up): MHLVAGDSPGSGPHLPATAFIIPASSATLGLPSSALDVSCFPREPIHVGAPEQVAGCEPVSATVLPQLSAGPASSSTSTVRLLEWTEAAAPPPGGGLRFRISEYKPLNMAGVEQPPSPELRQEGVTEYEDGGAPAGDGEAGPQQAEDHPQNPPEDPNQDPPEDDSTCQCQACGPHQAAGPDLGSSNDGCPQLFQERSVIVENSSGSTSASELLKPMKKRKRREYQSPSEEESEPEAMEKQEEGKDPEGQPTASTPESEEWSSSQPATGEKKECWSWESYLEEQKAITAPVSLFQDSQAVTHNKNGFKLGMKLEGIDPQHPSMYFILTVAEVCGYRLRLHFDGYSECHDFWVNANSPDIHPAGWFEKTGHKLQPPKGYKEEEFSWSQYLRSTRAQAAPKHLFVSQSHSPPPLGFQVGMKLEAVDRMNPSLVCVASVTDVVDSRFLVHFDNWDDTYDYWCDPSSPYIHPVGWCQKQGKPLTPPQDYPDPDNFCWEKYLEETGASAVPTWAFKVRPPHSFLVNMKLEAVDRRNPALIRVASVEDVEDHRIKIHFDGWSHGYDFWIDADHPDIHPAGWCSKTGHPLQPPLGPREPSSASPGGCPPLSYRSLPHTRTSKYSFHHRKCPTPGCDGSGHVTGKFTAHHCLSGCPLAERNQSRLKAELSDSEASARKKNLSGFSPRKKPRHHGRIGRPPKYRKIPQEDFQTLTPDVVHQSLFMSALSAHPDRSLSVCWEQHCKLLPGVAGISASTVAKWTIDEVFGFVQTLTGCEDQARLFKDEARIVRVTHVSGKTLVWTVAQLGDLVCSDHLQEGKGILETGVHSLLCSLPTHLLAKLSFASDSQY
#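 First, the protein-peptide complex forms for 30 min at room temperature (L3MBTL1 50 nM, biotinylated H3K9me1 peptide 75 nM). Next, compounds are pin-transferred and incubated 30 min. Finally, AlphaScreen beads are added and read after 30 min.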
# * = called active by the depositor; ? = inconclusive; [ ] = dose if it differs, or a comment. % is set by controls: 0 for no effect and ±100 for the full control effect; potency is the fitted concentration of half-maximal effect.
SMILES,L3MBTL1 inh
Cc1cccc(C(=O)OC(C)C(=O)Nc2ccc(S(=O)(=O)N3CCCC3)cc2)c1O (stereo not drawn),2.3%
O=C(NNC(=O)c1ccc(F)cc1)c1ccncc1,-7.2%[2.29 µM]
COc1ccc(CNC(=O)CN2C(=O)NC3(CCCCCC3)C2=O)cc1,1.4%
CCc1c(C)nc2ncnn2c1Nc1ccc(C)cc1,4.3%
CCN1C(=O)[C@H]2[C@H]3CN=C(SCc4ccc(Cl)cc4)N3[C@@](CC)(C(=O)OC)[C@H]2C1=O,3.6%
Cc1nnc(SCC(=O)NNC(=O)c2ccc(F)cc2)n1Cc1ccccc1,7.4%
O=C(Cc1ccc2c(c1)OCO2)NN=Cc1ccc([N+](=O)[O-])o1,-7.8%
CSCCC(NC(=O)c1ccco1)C(=O)NNC(=O)c1n[nH]c(=O)c2ccccc12 (stereo not drawn),-0.6%
COc1cc(OC)cc(C(=O)NCC2CCCN(Cc3ccc(SC)cc3)C2)c1 (stereo not drawn),2.7%
N#Cc1ccccc1OCC(=O)N1N=C(c2cccs2)CC1c1ccco1 (stereo not drawn),-5.9%
O=C(CSc1nnnn1-c1ccc(Cl)cc1)N1CCNC1=O,6.1%
OC[C@H]1OC(O)[C@H](O)[C@@H]1O (stereo partly drawn),0.9%
Cc1ccccc1NC(=O)Cc1nc(COC(=O)c2cc([N+](=O)[O-])ccc2NCCO)cs1,-11.3%
CCOP(=O)(OCC)c1ccc2ccc3ccccc3c(=O)c2c1,30.8%[activator]
O=C(NCCN1CCCC1)c1ccc(Cl)cc1Cl,-7.8%
O=C(Oc1cccc(F)c1)c1ccc2c(=O)n3c(nc2c1)CCC3,-2.4%
CN1CCN(C(CNS(=O)(=O)c2ccc([N+](=O)[O-])cc2)c2ccc(F)cc2)CC1 (stereo not drawn),-1.0%
Cc1ccc(S(=O)(=O)N2CCOCC2)cc1C(=O)Nc1ccccc1N1CCCC1,-3.4%
Cc1ccc(C2Nc3cccc4cccc(c34)N2)cc1,-5.7%
O=C(OCC(=O)N(CCc1ccccc1)Cc1ccccc1)c1ccccc1O,37.1%[activator]
Cc1cc(S(=O)(=O)NCCCn2ccnc2)c(C)cc1Cl,-2.2%
CCN(c1cccc2ccccc12)S(=O)(=O)c1cccs1,-6.5%
Cc1ccc(C(=O)NCC(=O)OCn2nnc3ccccc3c2=O)cc1,1.1%
CCN(C[C@H]1N[C@@](Cc2ccccc2)(C(=O)OC)[C@H]2C(=O)N(C)C(=O)[C@@H]12)C(=O)NC(C)C,9.7%
O=C(O)CCn1c2ccccc2c2nc3ccccc3nc21,4.7%
SMILES,L3MBTL1 inh
Cc1cccc2nc(C(=O)Nc3cccc(C(=O)NC4CC4)c3)cn12,1.8%
CSc1ccc(/C=C/C(=O)c2c(O)cc(C)oc2=O)cc1,-27.8%
O=S(=O)(c1ccc(F)cc1)N1CCC2(CC1)OCCN2S(=O)(=O)c1cccs1,-6.6%
CCN(CC)Cc1c(O)ccc2c(=O)c(-c3ccc(Cl)cc3)coc12,-0.3%
O=C(C[C@H]1C[C@H](C(=O)N2CCCCC2)[C@@]2(CCc3ccccc3)c3[nH]c4ccc(Cl)cc4c3CCN2C1=O)NCCC1=CCCCC1,8.2%
CCOc1ccccc1NC(=O)CSc1nc(=O)n(Cc2ccncc2)c2c1CCC2,1.9%
O=C(COc1ccccc1Br)N1CCNC1=O,-0.6%
COc1cc2cnc(-c3ccsc3)c(-c3ccc(F)cc3)c2cc1OC,-9.9%
CC1CCCN(C(=O)c2ccc(-c3ccccc3Cl)o2)C1 (stereo not drawn),11.3%
CCS(=O)(=O)N1CCC(C(=O)Oc2ccccc2Cl)CC1,3.8%
Cc1ccc(NC(=O)c2ncn(CC(=O)N[C@H](C)c3cccc4ccccc34)n2)cc1C,8.5%
Cc1cc(NC(=O)CSc2ncc(C(F)(F)F)cc2Cl)no1,3.3%
COc1cccc(CNC(=O)C2CCCN2S(=O)(=O)c2ccc3c(c2)C(C)(C)C(=O)N3C)c1 (stereo not drawn),-3.0%
CC(=O)O[C@H]1[C@H](C)OC=C[C@@H]1OC(C)=O,-1.5%
Cn1c(SCC(=O)NCC2COc3ccccc3O2)nnc1C(F)(F)F (stereo not drawn),1.5%
CCO[C@@H]1c2c(ccc3ccc(=O)oc23)OC(C)(C)[C@H]1O,-3.0%
Cc1ccc(NC(=O)c2ncn(CC(=O)N[C@H](CO)Cc3c[nH]c4ccccc34)n2)cc1C,-4.2%
O=C(NCCc1c[nH]c2ccccc12)C1CCC(=O)N(CCc2cccc(F)c2)C1 (stereo not drawn),2.6%
CC1(O)CC(c2ccc(Cl)cc2)=NN1C(=O)c1ccc(Cl)cc1 (stereo not drawn),?
CCN(CC(=O)NCc1cccs1)C(=O)c1cccc(S(=O)(=O)Nc2ccc(C)cc2)c1,8.0%
CC(C)CN1CCC(=O)N([C@H](CN=[N+]=[N-])Cc2ccccc2)CC1,-0.6%
Cc1ccc(CN2CC(C(=O)NNC(=O)c3ccc(F)cc3)CC2=O)cc1 (stereo not drawn),-2.5%
Cc1ccc(S(=O)(=O)N2[C@@H](c3ccc(Br)cc3)C(C(=O)O)=CC[C@H]2c2cccc(C)c2)cc1,3.6%
COc1ccc2cc(-c3ccsc3)ncc2c1,9.8%
Cc1ccc(C(=O)N2CCN(C(=O)C3CCCO3)CC2)cc1 (stereo not drawn),5.1%
SMILES,L3MBTL1 inh
O=C(N[C@@H](Cc1ccccc1)C(=O)N1CCN(S(=O)(=O)c2cccc(F)c2)CC1)c1ccco1,-3.9%
Cc1ccccc1OCC(=O)OCC(=O)c1c[nH]c2ccccc12,-4.9%
CN(C(=O)CSc1nc2ccccc2c(=O)n1-c1ccccc1Cl)C1CCS(=O)(=O)C1 (stereo not drawn),2.1%
C[C@]12c3[nH]c4cc(-c5ccco5)ccc4c3CCN1C(=O)[C@@H](CC(=O)NCc1ccco1)C[C@@H]2C(=O)N1CCOCC1,-2.9%
Cc1ccc(NC(=O)Cc2ccccc2)cc1S(=O)(=O)N1CCOCC1,-6.6%
c1ccc2c(c1)nc(-c1ccncc1)n2CCNc1nc(CN2CCCCC2)cs1,-0.8%
C[C@H](CO)N1C[C@H](C)[C@@H](CN(C)S(=O)(=O)c2ccccc2)Oc2c(NS(=O)(=O)c3ccccc3)cccc2C1=O,?
O=C(Nc1cc(Cl)ccc1O)C1CC(c2ccccc2Cl)=NO1 (stereo not drawn),-6.2%
Cc1cccc(NC(=O)CCN2C(=O)c3ccccc3C2=O)c1,-0.1%
CSc1ccc(Cl)c(C(=O)N2CCN(CC(=O)N3CCCC3)CC2)c1,-2.6%
CCN(Cc1ccc(OC)c(F)c1)C(=O)/C=C/c1ccc(S(=O)(=O)N2CCOCC2)cc1,-6.6%
CC1CCCC(C)N1C(=O)COC(=O)c1ccco1 (stereo not drawn),-0.1%
CN(C)CCCNC(=O)C[C@H]1C[C@H](C(=O)N2CCCCC2)[C@@]2(C)c3[nH]c4cc(CCC(=O)N(C)C)ccc4c3CCN2C1=O,?
Cc1ccc(N2C(=O)CC(Cc3ccc(Cl)cc3)C2=O)cc1 (stereo not drawn),2.2%
CCCN(CC(=O)Nc1ccc(F)c(F)c1F)C(=O)C1CC(=O)N(Cc2ccccc2)C1 (stereo not drawn),4.5%
O=C(COC(=O)c1ccc([N+](=O)[O-])o1)NCCCc1ccccc1,-19.7%
CC(=O)Nc1cccc(C(=O)OCC(=O)NNC(=O)c2ccc([N+](=O)[O-])cc2)c1,8.2%
O=C(OCC(=O)N1CCc2ccccc21)c1cc(S(=O)(=O)N2CCOCC2)ccc1F,-0.8%
COc1ccc(NC(=O)CSc2nnc(Cc3ccccc3)c(=O)n2N)c(OC)c1,-5.6%
CC(C)C[C@@H](CSc1ccccc1)N1CCN(C)CCC1=O,10.7%
O=C(c1cc(C(=O)N2CCN(c3ccc(F)cc3)CC2)cc([N+](=O)[O-])c1)N1CCN(c2ccc(F)cc2)CC1,2.7%[2.29 µM]
CC1CN(C(=O)CNC(=O)COc2ccccc2)CC(C)O1 (stereo not drawn),0.7%
O=C(C[n+]1ccccc1)N/N=C/c1cc(Br)ccc1F,-22.0%
Cc1ccc(S(=O)(=O)CCC(=O)N(CCCN2CCOCC2)c2nc3ccccc3s2)cc1,3.8%
Cc1ccccc1N1C(=O)C2CCCN2C1=S (stereo not drawn),-4.0%
SMILES,L3MBTL1 inh
CCCN(CC(=O)Nc1ccccc1OC)C(=O)c1ccc2ncsc2c1,2.8%
CC(NC(=O)CN(C)S(=O)(=O)c1ccc(F)cc1)C1CC2CCC1C2 (stereo not drawn),39.6%[activator]
Cc1nn(CC(=O)NC2(C#N)CCCCC2)c(C)c1[N+](=O)[O-],0.6%
CCCCN(C(=O)c1ccc(C)c(S(=O)(=O)N2CCOCC2)c1)c1c(N)n(CCCC)c(=O)[nH]c1=O,-1.3%
Cc1ccc(C(=O)Nc2ccc(C(=O)O)cc2NC(=O)c2ccc(C)cc2)cc1,11.8%
CC(OC(=O)c1nc(Cl)ccc1Cl)C(=O)Nc1ccc2c(c1)OCCO2 (stereo not drawn),7.6%
Cc1c(Cl)cnc(NC(=O)COC(=O)c2cccs2)c1Cl,29.9%
O=C1CCc2cc(S(=O)(=O)NCc3ccc(F)cc3)cc3c2N1CCC3,8.2%
O=C(NCC(c1ccco1)N1CCc2ccccc2C1)c1ccc(Cl)cc1 (stereo not drawn),-3.3%
CCOc1ccc(NC(=O)c2ccccc2NC(=O)c2cccnc2)cc1,1.7%
CC1CCCN(C(=O)COC(=O)/C=C/c2ccc(C(F)(F)F)cc2)C1 (stereo not drawn),12.9%
O=C1NCCOC(=O)[C@H](Cc2ccc(F)cc2)CC/C=C/C[C@H]1CC(=O)N(CCO)Cc1ccccc1,2.0%
CCN(C[C@H]1N[C@@](CC)(C(=O)OC)[C@H]2C(=O)N(C)C(=O)[C@@H]12)S(=O)(=O)c1ccc(C(F)(F)F)cc1,-1.6%
Cc1sc2nc[nH]c(=O)c2c1-c1ccc(Cl)cc1,11.8%
O=C(Cc1csc(NC(=O)Nc2cccc(Cl)c2)n1)NCc1ccccn1,-5.0%
COc1ccc(NC(=S)NCc2ccccc2Cl)c(OC)c1,24.6%
O=C(Nc1ccc(Cl)cc1Cl)c1ccc(Br)o1,0.0%
O=C(N/N=C/c1cccc2ccccc12)c1ccncc1,2.5%
CCN1C(=O)[C@H]2[C@@H](c3ccc(C)cc3)N3C(=O)N(c4cccc(C)c4)C(=O)[C@@]3(Cc3ccccc3)[C@H]2C1=O,3.2%
CC(=O)c1cccc(NC(=O)C(C)OC(=O)CCC2CCCCC2)c1 (stereo not drawn),9.7%
CN(c1ccccc1)S(=O)(=O)c1cccc(NS(=O)(=O)c2cccc(C(=O)O)c2)c1,26.7%
O=C(CN1CCN(c2ccccc2O)CC1)Nc1ccc(S(=O)(=O)N2CCCCCC2)cc1,-12.0%
Nc1cc(=O)[nH]c(SCC(=O)Nc2cccc(S(=O)(=O)N3CCCCC3)c2)n1,-2.5%
COc1ccc(-c2c(-c3cc(OC)cc(OC)c3)n(C)c3ccc(-c4ccc(SC)cc4)cc23)cc1,1.1%
O=C(CCNS(=O)(=O)c1ccccc1)Nc1ccccc1,1.2%

# Arranged by the number under L3MBTL1 inh (lowest first): three from the list above
SMILES,L3MBTL1 inh
O=C(NCC(c1ccco1)N1CCc2ccccc2C1)c1ccc(Cl)cc1 (stereo not drawn),-3.3%
O=C(N/N=C/c1cccc2ccccc12)c1ccncc1,2.5%
CN(c1ccccc1)S(=O)(=O)c1cccc(NS(=O)(=O)c2cccc(C(=O)O)c2)c1,26.7%

# Molecules listed so far that have an NH in an aromatic ring, in the order listed:
SMILES,L3MBTL1 inh
CSCCC(NC(=O)c1ccco1)C(=O)NNC(=O)c1n[nH]c(=O)c2ccccc12 (stereo not drawn),-0.6%
O=C(C[C@H]1C[C@H](C(=O)N2CCCCC2)[C@@]2(CCc3ccccc3)c3[nH]c4ccc(Cl)cc4c3CCN2C1=O)NCCC1=CCCCC1,8.2%
Cc1ccc(NC(=O)c2ncn(CC(=O)N[C@H](CO)Cc3c[nH]c4ccccc34)n2)cc1C,-4.2%
O=C(NCCc1c[nH]c2ccccc12)C1CCC(=O)N(CCc2cccc(F)c2)C1 (stereo not drawn),2.6%
Cc1ccccc1OCC(=O)OCC(=O)c1c[nH]c2ccccc12,-4.9%
C[C@]12c3[nH]c4cc(-c5ccco5)ccc4c3CCN1C(=O)[C@@H](CC(=O)NCc1ccco1)C[C@@H]2C(=O)N1CCOCC1,-2.9%
CN(C)CCCNC(=O)C[C@H]1C[C@H](C(=O)N2CCCCC2)[C@@]2(C)c3[nH]c4cc(CCC(=O)N(C)C)ccc4c3CCN2C1=O,?
CCCCN(C(=O)c1ccc(C)c(S(=O)(=O)N2CCOCC2)c1)c1c(N)n(CCCC)c(=O)[nH]c1=O,-1.3%
Cc1sc2nc[nH]c(=O)c2c1-c1ccc(Cl)cc1,11.8%
Nc1cc(=O)[nH]c(SCC(=O)Nc2cccc(S(=O)(=O)N3CCCCC3)c2)n1,-2.5%

# Following part
SMILES,L3MBTL1 inh
Cc1ccc(S(=O)(=O)N2CCOCC2)cc1C(=O)Nc1ccccc1N1CCOCC1,-2.8%
O=C(N[C@@H]1C/C=C\C[C@@H](CC(=O)N(CCO)Cc2ccccc2)C(=O)NC[C@H](c2ccccc2)OC1=O)OCC1c2ccccc2-c2ccccc21,-6.2%
COc1ccc(C(=O)NC2CC3CCCC(C2)N3CC(C)C)cc1 (stereo not drawn),8.9%
Nc1ccccc1C(=O)N1O[C@@H]2C=C[C@H]1C2,7.1%
C=CCC[C@H](Cc1ccc(F)cc1)C(=O)OC[C@@H](NC(=O)[C@H](CC=C)CC(=O)NCCO)c1ccccc1,2.0%
COc1ccc(CNC(=O)CCCC(=O)Nc2cccc(Br)c2)cc1,-3.6%
CCn1c(SCC(=O)NCCCN2CCCC2=O)nnc1-c1cccc(C)c1,-4.8%
CNC(=O)c1ccc(-c2cc3onc(-c4ccccc4)c3c(=O)n2C)cc1,-4.4%
O=C(NC(=S)N1CCOCC1)c1cn(-c2ccccc2)nc1-c1ccccc1,-22.8%
Cc1oc2cc3oc(=O)c(CCC(=O)NCCN4CCOCC4)c(C)c3cc2c1C,-5.7%

# Some of the compounds tested; count on the stated rates, not on these rows.
